Screening results deposited in PubChem by Broad Institute.
BioA inh – inhibitors of Mycobacterium tuberculosis BioA enzyme | AID 602481 | 0.096% of 360,000 active | purified M. tuberculosis BioA enzyme, plate reader | inhibition, % at 9.99 µM; in the data active = inhibition above about 40%
* hit, by the source's call. These rows are one share of the data; the hit share may differ from the screen's.

SMILES	BioA inh
COCCNC(=O)C[C@H]1C[C@@H]2c3cc(NS(C)(=O)=O)ccc3O[C@@H]2[C@H](CO)O1	-1.7
O=C(C[C@H]1CC[C@H]2[C@@H](COC[C@@H](O)CN2Cc2cc(F)cc(F)c2)O1)NC1CCC1	1.6
COCC(=O)Nc1ccc2c(c1)C(=O)N(C)[C@@H]1CC[C@H](CC(=O)NC3Cc4ccccc4C3)O[C@H]1CO2	9.4
CC(C)NC(=O)N(C)C[C@H]1Oc2c(NC(=O)Nc3cccc4ccccc34)cccc2C(=O)N([C@@H](C)CO)C[C@@H]1C	2.3
Cc1noc(C)c1S(=O)(=O)N(C)C[C@@H]1OCc2cn(nn2)CCCC(=O)N([C@@H](C)CO)C[C@@H]1C	0.6
Cc1noc(C)c1NC(=O)Nc1ccc2c(c1)C(=O)N([C@H](C)CO)C[C@@H](C)[C@@H](CN(C)Cc1ccc(C(=O)O)cc1)O2	0.8
CCC(=O)N(C)C[C@@H]1Oc2ncc(C#Cc3ccccc3OC)cc2C(=O)N([C@@H](C)CO)C[C@@H]1C	-4.2
C[C@@H]1CN([C@H](C)CO)C(=O)c2cc(NC(=O)CCC(F)(F)F)ccc2O[C@@H]1CN(C)Cc1ccc(-c2ccccc2)cc1	-2.2
COc1ccc(NC(=O)N2CC[C@@H]3[C@@H](CO)N(C)c4ccc(-c5cccc(C(=O)N(C)C)c5)cc4[C@@H]32)cc1	1.3
CNC[C@@H]1Oc2cc(C#CC3(O)CCCC3)ccc2S(=O)(=O)N([C@@H](C)CO)C[C@H]1C	2.4
O=C(Nc1ccc(Cl)cc1)N1C[C@@H]2[C@H](c3ccccc31)[C@@H](CO)N2C(=O)C1CC1	1.8
CC(C)NC(=O)N(C)C[C@H]1Oc2ncc(C#CC3CC3)cc2C(=O)N([C@@H](C)CO)C[C@H]1C	0.6
CO[C@H]1CN(C)C(=O)c2cc(NS(C)(=O)=O)ccc2OC[C@H](C)N(Cc2ccccc2)C[C@@H]1C	-1.0
C[C@H]1CN([C@@H](C)CO)C(=O)c2cc(NS(C)(=O)=O)ccc2O[C@H]1CN(C)Cc1ccc(C(=O)Nc2ccccc2N)cc1	-1.8
C[C@@H]1CN([C@@H](C)CO)C(=O)c2cc(NC(=O)Nc3ccc(F)cc3)ccc2O[C@@H](C)CCCCO[C@H]1CN(C)Cc1ccccc1	-0.3
C[C@H](CO)N1C[C@H](C)[C@H](CN(C)C(=O)Cc2cccnc2)Oc2cc(-c3cncnc3)ccc2S1(=O)=O	-4.7
O=C(NCC[C@@H]1CC[C@H](NS(=O)(=O)c2cccc(F)c2)[C@H](CO)O1)C1CC1	-4.3
C[C@H](CO)N1C[C@H](C)[C@H](CN(C)Cc2ccccc2)Oc2ccc(NC(=O)Nc3ccc(F)cc3)cc2CC1=O	-1.8
N#C[C@@H]1[C@@H](c2ccc(-c3ccncc3)cc2)[C@@H](CO)N1C(=O)Cc1ccccc1	1.4
CC(C)NC(=O)N1[C@@H](C#N)[C@@H](c2ccc(-c3ccc(F)cc3)cc2)[C@@H]1CO	1.8
CCNC(=O)[C@H]1[C@H](CO)[C@H]2Cn3c(ccc(-c4ccccc4)c3=O)[C@H]2N1Cc1ccc2c(c1)OCO2	21
O=C(C[C@@H]1CC[C@H](NC(=O)Nc2cc(F)ccc2F)[C@@H](CO)O1)NCc1ccncn1	-1.8
C[C@@H]1CN([C@H](C)CO)S(=O)(=O)c2ccc(C#CCN(C)C)cc2O[C@@H]1CN(C)Cc1ccncc1	-2.1
C[C@@H]1CN([C@H](C)CO)C(=O)c2cc(NC(=O)Cc3cn(C)c4ccccc34)ccc2O[C@@H]1CN(C)Cc1ccccc1	-0.9
C[C@H](CO)N1C[C@H](C)[C@H](CN(C)C(=O)NC2CCCCC2)OCCCC[C@H](C)Oc2ccc(NC(=O)Nc3cccc4ccccc34)cc2C1=O	2.7
(further entries)
SMILES	BioA inh
C[C@@H]1CN([C@@H](C)CO)C(=O)Cc2cc(NS(=O)(=O)c3ccc(F)cc3)ccc2O[C@@H]1CN(C)Cc1ccccc1	1.6
C[C@H](CO)N1C[C@H](C)[C@@H](CN(C)Cc2cccc(F)c2)Oc2ncc(C#CCc3ccccc3)cc2C1=O	0.1
CC(C)CC#Cc1ccc2c(c1)O[C@H](CN(C)Cc1ccccn1)[C@H](C)CN([C@H](C)CO)S2(=O)=O	4.2
COCC#Cc1ccc2c(c1)O[C@@H](CN(C)Cc1ccc3c(c1)OCO3)[C@H](C)CN([C@H](C)CO)S2(=O)=O	-1.6
C[C@@H]1CN([C@H](C)CO)S(=O)(=O)c2ccc(-c3cccc(F)c3)cc2O[C@H]1CN(C)C(=O)C1CC1	3.7
O=C(Nc1cccc(F)c1)N1CCCCN2[C@@H](CO)[C@@H](c3ccc(-c4ccccc4F)cc3)[C@@H]2C1	-2.1
C[C@H](CO)N1C[C@H](C)[C@H](CN(C)S(=O)(=O)c2ccc(Cl)cc2)Oc2c(NS(=O)(=O)c3ccc(Cl)cc3)cccc2C1=O	-1.2
Cc1cc(C(=O)Nc2cccc3c2O[C@H](CN(C)Cc2ccc(Cl)c(Cl)c2)[C@@H](C)CN([C@@H](C)CO)C3=O)n(C)n1	2.2
C[C@H](CO)N1C[C@H](C)[C@@H](CN(C)Cc2ccncc2)Oc2c(NC(=O)c3cnccn3)cccc2C1=O	-2.4
COc1ccccc1CN1CC[C@@H]2[C@H]1c1cc(-c3ccc(C(=O)N(C)C)cc3)ccc1N[C@@H]2CO	3.7
O=C(Cc1ccccn1)NCC[C@H]1CC[C@@H](NS(=O)(=O)c2ccccc2)[C@@H](CO)O1	-0.7
COc1cccc(S(=O)(=O)N2C[C@H](O)COC[C@@H]3O[C@H](CC(=O)N4CCN(C)CC4)CC[C@H]32)c1	-0.8
CC(=O)N(CC1CCC1)C[C@H]1N[C@H](CO)[C@@H]1c1ccc(C2=CCCC2)cc1	-0.9
C[C@H](CO)N1C[C@H](C)[C@H](CN(C)C(=O)CCC(F)(F)F)OCCCC[C@H](C)Oc2ccc(NC(=O)CCC(F)(F)F)cc2C1=O	1.3
C[C@H](CO)N1C[C@H](C)[C@H](CN(C)C(=O)NC2CCCCC2)Oc2ccc(NC(=O)Nc3ccc(C(F)(F)F)cc3)cc2C1=O	-2.6
Cc1noc(C)c1NC(=O)N(C)C[C@@H]1OCCCC[C@@H](C)Oc2ccc(NS(=O)(=O)c3ccc(Cl)cc3)cc2C(=O)N([C@@H](C)CO)C[C@H]1C	0.0
COc1ccccc1S(=O)(=O)N[C@@H]1CC[C@H](CCn2cc(C3CCCCC3)nn2)O[C@@H]1CO	2.6
CC(=O)N1CCCCN2[C@H](CO)[C@@H](c3ccc(-c4ccc(F)cc4)cc3)[C@H]2C1	3.5
CCC(=O)N(C)C[C@@H]1Oc2ncc(C3=CCCC3)cc2C(=O)N([C@@H](C)CO)C[C@@H]1C	0.8
CCNC(=O)Nc1ccc2c(c1)C(=O)N(C)[C@H]1CC[C@H](CC(=O)NCC3CCCCC3)O[C@@H]1CO2	1.3
CCC(=O)N1C[C@@H](C)[C@H](OC)CN(C)C(=O)c2ccc(NC(=O)c3ccc(F)cc3)cc2OC[C@@H]1C	-0.8
O=C(Nc1ccc2c(c1)[C@@H]1C[C@@H](CC(=O)N3CCc4ccccc4C3)O[C@@H](CO)[C@@H]1O2)C1CCC1	1.7
COc1ccccc1NC(=O)N[C@@H]1C=C[C@H](CC(=O)N2CCC(Cc3ccccc3)CC2)O[C@H]1CO	-3.9
O=C(Nc1ccccc1)Nc1ccc2c(c1)[C@@H]1C[C@H](CC(=O)N3CCOCC3)O[C@H](CO)[C@@H]1O2	0.8
COCC(=O)N1C[C@@H](C)[C@H](OC)CN(C)C(=O)c2ccc(NC(=O)c3cc(C)on3)cc2OC[C@@H]1C	3.9

12 compounds already listed, arranged by heavy-atom count, low to high.
SMILES	BioA inh
CC(=O)N(CC1CCC1)C[C@H]1N[C@H](CO)[C@@H]1c1ccc(C2=CCCC2)cc1	-0.9
CCC(=O)N(C)C[C@@H]1Oc2ncc(C3=CCCC3)cc2C(=O)N([C@@H](C)CO)C[C@@H]1C	0.8
COc1ccccc1S(=O)(=O)N[C@@H]1CC[C@H](CCn2cc(C3CCCCC3)nn2)O[C@@H]1CO	2.6
COc1cccc(S(=O)(=O)N2C[C@H](O)COC[C@@H]3O[C@H](CC(=O)N4CCN(C)CC4)CC[C@H]32)c1	-0.8
CC(C)CC#Cc1ccc2c(c1)O[C@H](CN(C)Cc1ccccn1)[C@H](C)CN([C@H](C)CO)S2(=O)=O	4.2
COc1ccccc1NC(=O)N[C@@H]1C=C[C@H](CC(=O)N2CCC(Cc3ccccc3)CC2)O[C@H]1CO	-3.9
COCC#Cc1ccc2c(c1)O[C@@H](CN(C)Cc1ccc3c(c1)OCO3)[C@H](C)CN([C@H](C)CO)S2(=O)=O	-1.6
C[C@H](CO)N1C[C@H](C)[C@@H](CN(C)Cc2cccc(F)c2)Oc2ncc(C#CCc3ccccc3)cc2C1=O	0.1
C[C@@H]1CN([C@@H](C)CO)C(=O)Cc2cc(NS(=O)(=O)c3ccc(F)cc3)ccc2O[C@@H]1CN(C)Cc1ccccc1	1.6
C[C@H](CO)N1C[C@H](C)[C@H](CN(C)S(=O)(=O)c2ccc(Cl)cc2)Oc2c(NS(=O)(=O)c3ccc(Cl)cc3)cccc2C1=O	-1.2
C[C@H](CO)N1C[C@H](C)[C@H](CN(C)C(=O)NC2CCCCC2)Oc2ccc(NC(=O)Nc3ccc(C(F)(F)F)cc3)cc2C1=O	-2.6
C[C@H](CO)N1C[C@H](C)[C@H](CN(C)C(=O)CCC(F)(F)F)OCCCC[C@H](C)Oc2ccc(NC(=O)CCC(F)(F)F)cc2C1=O	1.3

Following part:
SMILES	BioA inh
CO[C@@H]1CN(C)C(=O)c2ccc(NC(C)=O)cc2OC[C@H](C)N(Cc2ccncc2)C[C@@H]1C	-1.3
C[C@@H]1CN([C@H](C)CO)C(=O)Cc2cc(NC(=O)NC3CCCCC3)ccc2O[C@H]1CN(C)Cc1ccc(Oc2ccccc2)cc1	-1.0
O=C(C[C@H]1C[C@@H]2c3cc(NS(=O)(=O)c4ccc(F)cc4)ccc3O[C@@H]2[C@@H](CO)O1)NCCN1CCCCC1	0.2
COCC#Cc1ccc2c(c1)O[C@@H](CN(C)Cc1cncnc1)[C@@H](C)CN([C@H](C)CO)S2(=O)=O	3.5
CCCC#Cc1ccc2c(c1)O[C@@H](CN(C)C(=O)CC1CC1)[C@@H](C)CN([C@H](C)CO)S2(=O)=O	3.5
CC(=O)N1CCCCN2[C@H](CO)[C@H](c3ccc(-c4cccc(C)c4)cc3)[C@@H]2C1	4.6
C[C@H]1CN([C@@H](C)CO)S(=O)(=O)c2ccc(-c3cccc(F)c3)cc2O[C@@H]1CN(C)C(=O)Nc1cc(F)ccc1F	-2.7
CNC(=O)C[C@@H]1CC[C@H]2[C@H](COc3ccc(NC(=O)C4CCCCC4)cc3C(=O)N2C)O1	-3.6
CN1c2ccc(-c3cccc(C#N)c3)cc2[C@@H]2[C@@H](CCN2S(=O)(=O)c2ccccc2F)[C@H]1CO	-2.3
C[C@H](CO)N1C[C@H](C)[C@@H](CN(C)CC2CC2)Oc2ccc(NS(=O)(=O)c3cn(C)cn3)cc2C1=O	-1.2
C[C@@H]1CN([C@@H](C)CO)C(=O)c2cc(C3=CCCCC3)cnc2O[C@@H]1CN(C)C(=O)c1ccc2c(c1)OCO2	9.1
CC(C)NC(=O)N(C)C[C@H]1Oc2ncc(C#Cc3ccncc3)cc2C(=O)N([C@H](C)CO)C[C@H]1C	-1.1
O=C(C[C@H]1CC[C@H](NC(=O)Nc2cc(F)ccc2F)[C@H](CO)O1)NCc1ccccn1	-5.9
CCCNC(=O)N1[C@@H](C#N)[C@@H](c2ccc(C#Cc3cccc(F)c3)cc2)[C@@H]1CO	-0.6
CNC(=O)C[C@@H]1CC[C@@H]2[C@H](COc3ccc(NC(=O)Nc4cccc(Cl)c4)cc3C(=O)N2C)O1	3.1
Cc1cccc(-c2ccc([C@H]3[C@@H](CO)N4CCCCN(CCC(F)(F)F)C[C@@H]34)cc2)c1	-3.5
COc1ccc(C#Cc2cnc3c(c2)C(=O)N([C@@H](C)CO)C[C@H](C)[C@H](CN(C)C(=O)CN(C)C)O3)cc1	1.7
Cc1noc(C)c1NC(=O)N(C)C[C@H]1OCCCC[C@H](C)Oc2ccc(NS(=O)(=O)c3ccccc3)cc2C(=O)N([C@@H](C)CO)C[C@@H]1C	0.6
COc1cccc(NC(=O)N(C)C[C@H]2Oc3cc(C#Cc4ccccc4)ccc3S(=O)(=O)N([C@H](C)CO)C[C@H]2C)c1	2.3
COCC(=O)N1[C@H](CO)[C@H]2c3ccccc3N(C(=O)c3cccnc3)C[C@H]21	2.0
CCCC#Cc1ccc([C@@H]2[C@H](C#N)N(C(=O)C3CC3)[C@H]2CO)cc1	0.6
C[C@H](CO)N1C[C@H](C)[C@@H](CN(C)C(=O)Nc2ccccc2)OCCCC[C@H](C)Oc2ccc(NC(=O)CCCN(C)C)cc2C1=O	-0.6
Cc1ccc(S(=O)(=O)N(C)C[C@H]2OCCCC[C@H](C)Oc3ccc(NC(=O)CCC(F)(F)F)cc3C(=O)N([C@@H](C)CO)C[C@@H]2C)cc1	13
CC(C)CC#Cc1cnc2c(c1)C(=O)N([C@H](C)CO)C[C@@H](C)[C@H](CN(C)Cc1ccccc1F)O2	-1.5
C[C@H](CO)N1C[C@H](C)[C@@H](CN(C)C(=O)Nc2ccc(F)cc2)Oc2c(NC(=O)Nc3ccc(C(F)(F)F)cc3)cccc2C1=O	-1.2
Following part.
SMILES	BioA inh
O=C(NC1CCCC1)[C@@H]1[C@@H](CO)[C@@H]2Cn3c(ccc(-c4ccccc4F)c3=O)[C@H]1N2C(=O)CC1CC1	1.4
O=C(C[C@H]1CC[C@H](NS(=O)(=O)c2ccc(F)cc2)[C@@H](CO)O1)N1CCN(c2ccccc2)CC1	-4.6
C/C=C/c1ccc2c(c1)O[C@@H](CN(C)CC1CC1)[C@@H](C)CN([C@@H](C)CO)S2(=O)=O	2.7
C[C@H]1CN([C@@H](C)CO)C(=O)Cc2cc(NC(=O)CCC(F)(F)F)ccc2O[C@@H]1CN(C)Cc1ccncc1	1.2
O=C(C[C@@H]1CC[C@@H](NC(=O)Nc2ccc(C(F)(F)F)cc2)[C@H](CO)O1)NCCN1CCCC1	0.2
CN1C(=O)c2cc(NC(=O)C3CCOCC3)ccc2OC[C@@H]2O[C@@H](CC(=O)O)CC[C@@H]21	0.1
CC(C)CC#Cc1cnc2c(c1)C(=O)N([C@H](C)CO)C[C@H](C)[C@@H](CN(C)C(=O)CN1CCOCC1)O2	8.7
